Source: PubChem (several laboratories)
PvdQ acylase – blocks Pseudomonas aeruginosa PvdQ acylase activity; 0.063% of 340,000 active; purified PvdQ acylase, fluorescence plate reader; inhibition, % at 10 µM; in the data active = inhibition above about 30%, passing the limit was not always enough;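 note: 0% = vehicle neutral wells and 100% = reference inhibitor wells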
phage Ecoli inh – E. coli growth loss with phage present; growth absorbance; inhibition, % at 11.9 µM; 0.26% of 360,000 active; in the data active = inhibition above about 11%
Rtt109 Vps75 – C. albicans Rtt109 histone acetyltransferase inhibition. inhibition, % at 34.9 µM. purified Rtt109/Vps75, ThioGlo CoA-SH fluorescence, 4 h. Q5AAJ8. 0.16% of 330,000 active;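 active = inhibition of at least 50% in every replicate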
Target sequence (Q5AAJ8 whole entry, looked up): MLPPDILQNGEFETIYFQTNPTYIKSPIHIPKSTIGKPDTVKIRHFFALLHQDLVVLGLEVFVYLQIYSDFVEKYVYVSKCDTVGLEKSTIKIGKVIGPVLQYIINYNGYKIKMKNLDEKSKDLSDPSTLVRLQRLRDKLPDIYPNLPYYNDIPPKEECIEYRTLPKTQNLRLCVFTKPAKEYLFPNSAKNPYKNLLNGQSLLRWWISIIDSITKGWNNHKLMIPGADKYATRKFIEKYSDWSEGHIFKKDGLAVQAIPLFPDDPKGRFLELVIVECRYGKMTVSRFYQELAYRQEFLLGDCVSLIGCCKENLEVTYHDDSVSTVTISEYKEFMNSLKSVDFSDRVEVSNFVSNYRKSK
PfHsp90 set2 – growth inhibition of yeast expressing Plasmodium Hsp90; AID 504621; 0.32% of 310,000 active; inhibition, % at 9.4 µM; S. cerevisiae expressing PfHsp90, BacTiter-Glo ATP, 48 h; yeast lacking PDR1 and PDR3 efflux regulators;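 active = every replicate shows inhibition above about 80%, whatever the replicate mean, limit read from the data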;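 note: 0% = DMSO neutral controls and 100% = 20 µM radicicol positive controls; yeast relying on Plasmodium falciparum Hsp90 in place of its own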
AddAB inh – less growth of phage-infected E. coli with AddAB; E. coli expressing H. pylori AddAB, absorbance growth; inhibition, % at 11.9 µM; 0.29% of 330,000 active; AID 435030; in the data active = inhibition above about 12%;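 note: 0% = vehicle wells of infected cells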
DAGLB inhibitor – diacylglycerol lipase beta (human) inhibition | AID 504411 | Q8NCG7 | 0.059% of 340,000 active | HEK293T DAGLB membrane lysate, EnzChek fluorogenic substrate | inhibition, % at 5.17 µM; in the data active = inhibition above about 34%;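 note: 0% = enzyme with vehicle and 100% = wells lacking enzyme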
Target sequence (Q8NCG7 whole entry, looked up): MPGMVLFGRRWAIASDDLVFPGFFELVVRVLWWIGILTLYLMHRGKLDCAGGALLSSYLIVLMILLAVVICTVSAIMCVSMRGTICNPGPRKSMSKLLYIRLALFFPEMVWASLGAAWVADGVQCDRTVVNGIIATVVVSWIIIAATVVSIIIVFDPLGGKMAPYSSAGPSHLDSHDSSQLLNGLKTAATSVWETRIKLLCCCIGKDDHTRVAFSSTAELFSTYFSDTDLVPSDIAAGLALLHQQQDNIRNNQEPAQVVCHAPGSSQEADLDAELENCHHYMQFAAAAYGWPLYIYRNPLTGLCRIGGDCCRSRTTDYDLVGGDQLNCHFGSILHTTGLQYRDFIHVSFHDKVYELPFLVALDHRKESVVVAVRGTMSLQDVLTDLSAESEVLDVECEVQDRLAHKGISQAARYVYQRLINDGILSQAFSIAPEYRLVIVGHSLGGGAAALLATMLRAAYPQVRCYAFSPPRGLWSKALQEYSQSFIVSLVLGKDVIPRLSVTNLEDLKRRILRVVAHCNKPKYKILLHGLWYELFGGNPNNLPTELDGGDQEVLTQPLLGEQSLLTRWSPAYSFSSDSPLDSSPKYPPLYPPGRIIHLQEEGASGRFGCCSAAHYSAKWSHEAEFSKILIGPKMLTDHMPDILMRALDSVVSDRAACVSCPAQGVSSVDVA
E coli growth – reduces bacterial viability in AddAB counter-screen | E. coli V3065 growth, OD600 absorbance, 18 h | inhibition, % at 11.9 µM | 0.27% of 330,000 active;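 active = inhibition above the campaign's mean inhibition across all tested compounds plus 3 SD, cut at about 9.9% in these data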;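 note: uninfected addAB+ strain grown without phage in ampicillin broth; 0% = DMSO wells and 100% = ciprofloxacin 0.95 µg/ml wells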
Wnt act – activates Wnt/beta-catenin signaling in a reporter cell assay. activator, plate reader. activation, % at 9.35 µM. 1.2% of 300,000 active. AID 743398; in the data active = activation above about 30%, passing the limit was not always enough;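 note: 0% = neutral control wells and 100% = positive control wells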
CAL PDZ FP – blocks peptide binding to human CAL PDZ domain | inhibition, % at 20 µM | Q9HD26 | purified CAL PDZ, TMR-peptide fluorescence polarization, 1 h | AID 504414 | 0.02% of 330,000 active;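 active = highest replicate inhibition of at least 40%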;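 note: plate controls were DMSO neutral control wells for no effect and unlabeled competitor peptide control wells for full effect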
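Material: tagged CAL PDZ domain; buffer or medium: 25 mM sodium phosphate pH 7.4, 150 mM NaCl, TCEP, IgG, Thesit; compound dosing: single point, 20 µM; schedule: 1 h incubation at room temperature before polarization reading; measured by: FP readout, S and P plane fluorescence; read-out basis: percent inhibition from loss of millipolarization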
Tat export inh – inhibitors of E. coli Tat protein transport. 0.036% of 340,000 active. inhibition, % at 10 µM. E. coli MC4100 TorA-mCherry Tat export, fluorescence;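 active = mean replicate inhibition at least 50% and at least half of replicates individually reaching 50%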;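 note: exported cargo escapes ClpAP degradation while cytoplasmic cargo is degraded and loses fluorescence; 0% = median of neutral control wells and 100% = median of NaSCN control wells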
* = called active by the depositor; x = not tested or not shown.

SMILES	PvdQ acylase	phage Ecoli inh	Rtt109 Vps75	PfHsp90 set2	AddAB inh	DAGLB inhibitor	E coli growth	Wnt act	CAL PDZ FP	Tat export inh
CN(c1ccccc1)S(=O)(=O)c1ccc(C(=O)OCC(=O)N2CCOCC2)cc1	-15	2.9	-2	-18	-0.7	-1	-2.4	x	-0.4	-8
COc1ccc(CNC(=O)c2cc(-c3ccco3)on2)cc1	-17	5.2	1	9	1.3	-16	0.4	x	0.0	4
Cc1ccc(C(=O)CN2C(=O)NC3(CCCCC3C)C2=O)s1 (stereo unspecified)	-2	3.6	-2	-14	0.9	2	1.1	-2	-1.0	-12
COc1ccc2c(c1)SCCC2=O	-2	2.1	-10	-17	-1.4	0	-0.1	x	-0.5	-2
COc1cccc(NS(=O)(=O)c2ccc3c(c2)NC(=O)C(C)C(=O)N3)c1 (stereo unspecified)	-17	2.4	-4	-22	-3.0	2	-1.5	1	-1.3	-19
COc1ccc(C(CNC(=O)COc2ccc(Br)cc2F)N2CCCC2)cc1 (stereo unspecified)	-15	3.0	3	-2	2.0	0	-0.1	-1	0.6	-8
Cc1ccc(NC(=O)C(C)OC(=O)CCC2CCCCC2)cc1 (stereo unspecified)	-23	2.3	-11	1	0.2	-8	-1.1	-1	0.4	12
Nc1ccccc1SCC(=O)Nc1ccc2c(c1)OCO2	7	0.2	2	8	0.3	0	-1.7	10	-1.0	2
O=C(NC1CCCN(CCc2ccccc2)C1)c1c(F)cccc1F (stereo unspecified)	15	3.8	-8	-7	-2.0	-1	-2.8	-1	-0.3	-10
Clc1ccccc1Cn1nnc2c(NCC3CC3)ncnc21	-1	0.0	5	-4	0.2	2	2.4	-15	-2.8	-7
CCOC(=O)c1c(C)nsc1NCc1ccccc1	-19	1.5	11	0	-0.3	-3	-0.7	2	-0.5	-6
CCC(=O)c1ccc(SC(=O)N(C)C)cc1O	-3	3.5	-10	-8	3.3	-1	2.6	11	0.3	2
CC(C)(C)Oc1ncc(Br)c(OC(C)(C)C)n1	-8	0.3	-3	25	2.3	3	2.6	x	-2.9	-6
CC1CN(Cc2c(O)ccc3c2oc(=O)c2ccccc23)CC(C)O1 (stereo unspecified)	13	0.8	6	-6	4.2	-4	1.2	0	-0.7	2
CCN1C(=O)C(O)(C2COC(C)(C)CC2=O)c2ccccc21 (stereo unspecified)	-7	0.6	5	4	-2.1	-4	0.1	0	-1.6	-11
CC1CCCN(C(=O)c2ccc3c(c2NCCO)C(=O)c2ccccc2C3=O)C1 (stereo unspecified)	-1	1.5	12	10	1.9	30	0.0	x	-0.8	4
O=C1C=C(Nc2ccc(Cl)cc2)CC(c2ccc(Cl)cc2)C1 (stereo unspecified)	-2	2.0	5	x	2.7	2	0.1	x	-3.7	-5
C/C(=N\NC(=O)CSc1nnc(C)s1)c1ccc(Cl)cc1	-14	1.3	3	-11	4.1	0	0.9	8	0.0	-13
CCCCn1c(N)c(N(CC(C)C)C(=O)CC2OC(=O)c3ccccc32)c(=O)[nH]c1=O (stereo unspecified)	1	2.7	12	7	0.8	-1	2.7	-2	-3.1	0
CCCCn1c(N)c(N(CCOC)C(=O)COc2c(C)cccc2C)c(=O)[nH]c1=O	-11	3.4	-8	14	3.3	2	-0.9	-4	-1.8	3
COc1ccc(CN2CCNC(=O)C2CC(=O)NCc2cccc(C)n2)c(OC)c1 (stereo unspecified)	2	5.4	35	0	0.3	-1	0.6	0	-2.3	-3
Cc1cc(C)nc(CCNC(=O)C2CCC(=O)N(Cc3ccccc3F)C2)n1 (stereo unspecified)	-20	2.0	-4	1	3.6	0	0.1	1	-2.4	-9
O=C(c1ccc(Cl)cc1)c1c[nH]c(C(=O)NNc2ccccc2)c1	1	4.3	12	12	-1.6	-1	-0.8	-1	-0.9	3
NC(=S)NNC(=S)Nc1ccccc1	-1	6.4	-1	6	3.1	-4	0.5	-1	x	-12
N/C(=N\OC(=O)Cc1cccs1)c1ccccc1	-5	-2.5	-2	-6	1.2	0	-1.3	x	-4.2	3
NC(=O)c1ccc(Cl)c2ccccc12	-15	-0.6	-5	7	0.9	-5	0.2	0	-0.4	-1
NC(=O)C1CCN(C(=O)c2cc(-c3ccccc3Cl)nc3ccccc23)CC1	-5	-0.3	1	11	-0.1	1	1.0	4	7.0	-2
COc1ccccc1CNC(=O)CCn1c(=O)[nH]c2ccsc2c1=O	-13	-1.9	-11	x	1.1	2	1.0	x	-0.5	3
Cc1cccc(OCC(=O)Nc2ccc(N3CCN(S(C)(=O)=O)CC3)cc2)c1C	-11	2.4	3	x	2.6	-2	-2.5	-3	-1.6	-6
O=C(CCCCC(=O)OCC1COCO1)OCC1COCO1 (stereo unspecified)	-14	0.8	-5	-6	x	0	x	-3	0.4	-1
NC(=O)COC(=O)c1cc(=O)[nH]c2ccccc12	-12	1.3	-10	2	0.9	-1	1.7	-1	-0.1	7
CCN1C(=O)c2cccc3c(S(=O)(=O)NCC4CCCO4)ccc1c23 (stereo unspecified)	-4	0.9	-16	9	-1.7	-1	1.3	13	-1.3	23
O=C1CCC(c2ccccc2)c2ccccc21 (stereo unspecified)	x	-0.4	x	x	-1.0	x	-0.9	52*	x	x
Cc1cc(C)n(C(=O)c2ccc(C)c(S(=O)(=O)N3CCOCC3)c2)n1	15	1.3	2	-7	-1.2	6	0.2	x	-1.0	-7
Cc1cnc(C(=O)OC(C(=O)Nc2cc(C(F)(F)F)ccc2Cl)c2ccccc2)cn1 (stereo unspecified)	-1	1.8	-6	-3	1.6	-2	0.7	0	1.3	-1
COc1ccc(S(=O)(=O)N2CCC(C(=O)NCc3ccccn3)CC2)cc1Cl	-12	0.0	-10	12	2.4	-1	0.9	-1	-0.6	-8
CC(C(=O)NCCCN1CCOCC1)n1cccc1C(=O)c1ccccc1 (stereo unspecified)	5	1.7	-1	6	1.0	-1	2.4	x	x	-9
O=C(COC(=O)c1ccc2c(c1)OCCO2)NCCc1ccc(F)cc1	-24	3.1	-4	12	0.7	-2	-1.1	2	-2.0	-2
CN(C)C(=O)N1CCC(C(=O)NCc2ccccc2)CC1	1	1.2	-10	10	1.8	2	0.9	x	-3.6	6
COC(=O)c1ccccc1NC(=O)c1nc(S(=O)(=O)Cc2ccccc2)ncc1Cl	-5	0.9	-18	-5	2.9	1	-1.4	-9	-1.3	0
Clc1ccc(Cc2nnc(-c3ccccc3Br)o2)cc1	-3	3.3	-8	-5	1.2	-5	0.9	1	-1.2	8
N/C(=N\OC(=O)CCCc1ccccc1)c1ccc(Br)cc1	-6	1.4	-7	-4	-0.2	-26	2.4	2	-0.8	-3
CN1CCN(c2oc(-c3ccccc3)nc2S(=O)(=O)c2ccc(Br)cc2)CC1	-10	x	16	-7	1.5	0	-2.6	x	-1.8	1
O=C(O)CSc1nc2ccccc2n1Cc1ccccc1	1	3.2	8	-3	1.0	-1	-0.6	-2	-1.5	-2
O=C(COc1ccc(Br)cc1)OCCN1CCCCC1	-12	1.1	1	-3	4.1	0	0.6	1	1.2	-15
CC1CN(c2cc(=O)n(-c3ccccc3)c(=O)[nH]2)CC(C)O1 (stereo unspecified)	-13	2.0	3	13	-3.7	1	-0.7	0	-0.7	10
O=C(Nc1nnc(C2=COCCO2)o1)c1ccc(S(=O)(=O)N2CCOCC2)cc1	2	2.8	19	6	3.3	-2	0.4	0	-0.2	-4
Cc1ccc(-n2c(COc3cccc(C)c3)n[nH]c2=S)cc1	-22	3.4	-3	-13	1.7	7	-0.9	-1	-2.2	-5
O=C(/C=C/c1c(F)cccc1Cl)Nc1nn[nH]n1	-14	3.6	3	20	1.4	1	-0.7	1	-1.0	8
CCC1(c2ccccc2)NC(=O)N(CC(=O)Nc2ccccc2N2CCCC2)C1=O (stereo unspecified)	5	2.4	1	1	4.7	0	-1.1	3	-2.8	0
Cc1ccc(N2CC(C(=O)Nc3ccc(S(=O)(=O)Nc4nccc(C)n4)cc3)CC2=O)cc1 (stereo unspecified)	1	1.5	3	-6	0.5	-1	1.1	-7	-1.0	2
COc1ccc(C)cc1NS(=O)(=O)c1cc(C)ccc1C	8	3.5	-9	2	0.6	-3	-0.3	x	-0.4	0
Cc1ccc(Cn2cc(SCC(N)=O)c3ccccc32)cc1	-2	2.5	5	-13	-1.1	-1	2.1	4	-0.1	-11
CCCCNCc1ccc(OCc2ccc(Cl)nc2)c(OC)c1	-5	4.0	-7	3	2.5	4	3.0	0	-0.4	-3
CCOc1ccc(OCC)c(NC(=O)Nc2ccc3c(c2)N(C)C(=O)CS3)c1	-9	1.8	-3	43	4.2	1	-3.0	-6	-1.2	-4
O=C(Nc1ccccn1)Nc1cccs1	0	1.1	x	-26	1.8	-1	-0.3	x	-1.8	-7
CC(C)(C)C1CCc2onc(C(=O)NC3CCCC3)c2C1 (stereo unspecified)	-13	1.9	-2	17	1.0	-6	-1.2	-2	-0.6	2
O=C([C@@H]1Cc2ccccc2CN1)N1CCN(Cc2ccccc2)CC1	-11	-0.5	-1	0	x	3	x	0	0.2	-8
CC(C)(C)N1NC(=O)Nc2ccccc2C1=O	-7	0.3	-17	4	1.4	-1	-0.8	-4	-0.9	-4
CCC(=O)NC(c1cccs1)c1cc(Cl)c2cccnc2c1O (stereo unspecified)	-10	26*	-2	102*	23*	21	26*	-6	0.2	-4

Next compounds follow:
SMILES	PvdQ acylase	phage Ecoli inh	Rtt109 Vps75	PfHsp90 set2	AddAB inh	DAGLB inhibitor	E coli growth	Wnt act	CAL PDZ FP	Tat export inh
COc1ccccc1/C=C1\SC(=S)N(CC(=O)Nc2nnc(C)s2)C1=O	x	0.6	x	x	2.1	x	1.1	-1	x	x
CCOc1ccc(C(=O)NCc2ccc3c(c2)OCO3)cc1	-9	3.2	-1	-35	1.7	-1	-0.5	3	-7.3	9
FC(F)(F)c1ccc(/C=N/NC(=S)NC2CCCCC2)cc1	1	0.9	6	6	1.5	-5	-0.2	-3	0.8	2
CC1(C)CC(=O)c2c(Cc3ccccc3)noc2C1	-1	-1.1	0	0	0.5	-5	-2.9	2	2.2	-7
CCOc1ccccc1NC(=O)COC(=O)CC(C)(C)CC1=NS(=O)(=O)c2ccccc2N1	-1	1.4	3	-10	4.0	0	-0.3	0	-2.7	-2
CC(C)=NOc1nc(N(C)C)nc(N(C)C)n1	12	1.2	-4	7	1.6	2	1.5	-2	0.1	0
c1ccc(-c2cc(N3CCCCCC3)n[nH]2)cc1	-5	0.0	-2	-8	1.4	0	-1.3	x	x	2
COCCNC(=S)N1CCN(S(=O)(=O)c2ccc(Cl)s2)CC1	-2	2.8	-2	-15	-0.3	1	-0.4	-1	-3.7	3

By substructure: those above containing a tert-butyl group.
SMILES	PvdQ acylase	phage Ecoli inh	Rtt109 Vps75	PfHsp90 set2	AddAB inh	DAGLB inhibitor	E coli growth	Wnt act	CAL PDZ FP	Tat export inh
CC(C)(C)Oc1ncc(Br)c(OC(C)(C)C)n1	-8	0.3	-3	25	2.3	3	2.6	x	-2.9	-6
CC(C)(C)C1CCc2onc(C(=O)NC3CCCC3)c2C1 (stereo unspecified)	-13	1.9	-2	17	1.0	-6	-1.2	-2	-0.6	2
CC(C)(C)N1NC(=O)Nc2ccccc2C1=O	-7	0.3	-17	4	1.4	-1	-0.8	-4	-0.9	-4

Arranged by formula weight (ascending): 3 of the compounds above
SMILES	PvdQ acylase	phage Ecoli inh	Rtt109 Vps75	PfHsp90 set2	AddAB inh	DAGLB inhibitor	E coli growth	Wnt act	CAL PDZ FP	Tat export inh
CC1(C)CC(=O)c2c(Cc3ccccc3)noc2C1	-1	-1.1	0	0	0.5	-5	-2.9	2	2.2	-7
FC(F)(F)c1ccc(/C=N/NC(=S)NC2CCCCC2)cc1	1	0.9	6	6	1.5	-5	-0.2	-3	0.8	2
COc1ccccc1/C=C1\SC(=S)N(CC(=O)Nc2nnc(C)s2)C1=O	x	0.6	x	x	2.1	x	1.1	-1	x	x
